# Assay outcomes deposited in PubChem by National Center for Advancing Translational Sciences (NCATS).
# Lipid storage S3 = qHTS Assay for Lipid Storage Modulators in Drosophila S3 Cells; Drosophila S3 cells, BODIPY lipid droplet fluorescence, 18-24 h; cells fed with added oleic acid; lipid storage change, negative = inhibition, % at the top dose, mostly 46.1 µM; hits show Potency in µM; 0.64% of 320,000 active; active = well fitted inhibition curve with a large enough effect in the signal ratio, with a control signal flat, not every such curve was filed as active; inconclusive = small, poorly fitted or top-dose-only effect, or effect the other way, or a change in a side signal; the % refers to the signal ratio
#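 Drosophila S3 cells got compounds at several concentrations plus oleic acid (400 uM solution). Laser-scanning cytometry with 488 nm excitation read lipid droplets at 500-530 nm and cells at 575-640 nm. Percent activity was relative to 20 uM Triacsin C.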
# Lipid storage S3 cell count max = second read-out of Lipid storage S3, no call of its own (marks repeat the call); cell number change, %; measured here: cell count max response;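 cells counted by Cell Tracker Red CMTPX staining in the red channel; peak over a dose series mostly up to 46.1 µM; percent activity relative to internal control wells on each plate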
# The depositor's hits bear a star; i = inactive; ? = inconclusive; · = not tested or not shown. % is set by controls: 0 for no effect and ±100 for the full control effect; potency is the fitted concentration of half-maximal effect. Some of the compounds tested; rates above refer to the full screens.
# Screens in order – Lipid storage S3 | Lipid storage S3 cell count max
CCOC(=O)c1c(C)[nH]c(C(=O)C(Cc2ccccc2)N(C)C)c1C (stereo not given)
→ ? | ·
O=P(OCC(F)(F)C(F)F)(N1CCOCC1)N1CCOCC1
→ ? | ·
Cc1ccc(C2C(S(C)(=O)=O)=C(O)C(=O)N2c2ccccc2)cc1 (stereo not given) (tested in a mixture with another compound)
→ -3% | 0
O=C1CC(c2ccccc2)CN1 (stereo not given)
→ ? | ·
CCOCCCN=Cc1c(O)n(Cc2ccccc2)c(=O)[nH]c1=O
→ 20% | -4
Cc1cc(OCC(=O)N2CCC(C(=O)O)(c3ccccc3)CC2)c2c(C)cc(=O)oc2c1
→ 17% | 15
CN1C(=O)NC(=O)C2(Cc3ccccc3N3CCOCC32)C1=O (stereo not given)
→ 7% | 3
O=C(c1cc2nc(-c3ccccc3)cc(-c3ccccc3)n2n1)N1CCC2(CC1)OCCO2
→ ? | ·
O=C(Cc1ccccc1)Oc1cccc(N2C(=O)CCC2=O)c1
→ 4% | -28
CC12CN3CC(C)(CN(C1)C3c1cccnc1)C2=O (stereo not given)
→ ? | ·
COc1ccc2[nH]c3c(c2c1)CCNC3C (stereo not given)
→ i | 11
CC(C)(C)NCC(O)c1cc(O)cc(O)c1 (stereo not given)
→ ? | ·
CCCCn1c(O)c(C(C)=NCCCn2ccnc2)c(=O)[nH]c1=O
→ ? | ·
Cc1ccc(C(C)C)c(OCC#CCN2CCCC2)c1
→ ? | ·
O=C(COc1ccc(Cl)cc1Cl)N1CCN(C/C=C/c2ccccc2)CC1
→ ? | ·
CCOC(=O)C1=C(N)Oc2cc(C)oc(=O)c2C12C(=O)N1c3c(cc(OC)cc32)C(C)=CC1(C)C (stereo not given)
→ ? | ·
COc1cc(OC)c(OC)cc1CNCCc1ccc(F)cc1
→ ? | ·
CC(C)C(=O)N1CCN(CCN=Cc2c(O)n(C)c(=O)n(C)c2=O)CC1
→ ? | ·
O=c1c2cc([N+](=O)[O-])ccc2nc(CN2CCOCC2)n1-c1ccccc1F
→ ? | ·
Cc1ccccc1-n1c(O)c(/C=N/c2nccs2)c(=O)[nH]c1=O
→ ? | ·
O=c1[nH]c(=O)n(CCC2=CCCCC2)c(O)c1C=Nc1cccc(F)c1
→ ? | ·
O=C(N/N=C/c1c(O)n(CCc2ccc(F)cc2)c(=O)[nH]c1=O)c1ccccc1
→ ? | ·
CN1C(=O)NC(=O)/C(=C/c2ccc([N+](=O)[O-])s2)C1=O
→ ? | ·
CC(C)c1cccc(C(C)C)c1OCCn1ccnc1
→ ? | ·
O=C(C(=O)N1CCOCC1)c1cn(Cc2ccc(F)cc2)c2ccccc12
→ ? | ·
Cc1ccc(OCC(=O)N2CCN(CC3CC4C=CC3C4)CC2)cc1 (stereo not given)
→ ? | ·
Cc1ccc(-c2cc(-c3ccc(C)cc3)[n+](-c3ccc(C(=O)O)cc3)c(-c3ccc(C)cc3)c2)cc1
→ 9% | 12
Cc1c(N=Cc2c(O)n(Cc3ccco3)c(=O)[nH]c2=O)c(=O)n(-c2ccccc2)n1C
→ i | ·
CC(=O)N(C1=NCCCS1)c1ccc(Cl)cc1
→ 4% | -2
Cc1cccc(NC(=O)C(C)N2CC=C(c3ccccc3)CC2)c1 (stereo not given)
→ ? | ·
Cc1ccc(C)c(N2CCN(C(=O)CCNS(=O)(=O)c3ccc4c(c3)oc(=O)n4C)CC2)c1
→ ? | ·
C[C@]12CC[C@@H](O)C[C@H]1CC[C@@H]1[C@@H]2CC[C@]2(C)C(=O)CC[C@@H]12
→ ? | ·
O=[N+]([O-])c1cccc(CN2CCN(Cc3ccc(Br)cc3)CC2)c1
→ ? | ·
CC(=O)Nc1ccccc1C(=O)OCc1ccc(F)cc1
→ ? | ·
O=C(CN1CCOCC1)c1cccc2ccccc12
→ -3% | 0
O=C(CNS(=O)(=O)c1ccc(Br)s1)N1CCC2(CC1)OCCO2
→ -17% | -12
OC(C#CCN1CCOCC1)(c1ccccc1)C1CCCC1 (stereo not given)
→ -1% | 0
O=C(Nc1ccc(OC(F)(F)F)cc1)Oc1ccccc1N1CCCCC1
→ ? | ·
COC(=O)C1=C(c2cccc(C#N)c2)C[C@@H]2CC[C@H]1N2C(=O)NC1CCCCC1
→ ? | ·
OCC(Cl)CCl (stereo not given)
→ -2% | 10
CCCCn1c(=O)c(C(=O)Nc2cccc(C)c2)c(O)c2ccccc21
→ ? | ·
CCN(CC)c1ccc(N=Cc2c(O)n(Cc3ccco3)c(=O)[nH]c2=O)cc1
→ ? | ·
O=C(O)CN1C(=O)CN=C(c2ccccn2)c2cc(Cl)ccc21
→ ? | ·
COC(=O)C1=C(c2ccc(C(C)=O)cc2)C[C@@H]2CC[C@H]1N2C(=O)N1CCC(O)CC1
→ ? | ·
CC(=NCc1ccco1)c1c(O)n(Cc2ccccc2)c(=O)[nH]c1=O
→ ? | ·
C=CCn1c(O)c(/C=N/NC(=O)CCCC)c(=O)[nH]c1=S
→ 3% | 10
O=P(Oc1ccccc1)(Oc1ccccc1)C(O)c1ccccc1 (stereo not given)
→ ? | ·
O=C1NC(=O)N(c2ccc3c(c2)OCO3)C(=O)/C1=C\c1ccsc1
→ -3% | -2
C=C(c1ccccc1)P(=O)(O)O
→ -9% | -17
CCN1C(=O)NC(=O)/C(=C\c2cn(CC(=O)N3CCCCC3C)c3ccccc23)C1=O (stereo not given)
→ ? | ·

# Continued.
# Screens in order – Lipid storage S3 | Lipid storage S3 cell count max
CCC(=O)N1c2ccc(S(=O)(=O)CCC(=O)N3CCC4(CC3)OCCO4)cc2CC1C (stereo not given)
→ 20% | -7
O=c1[nH]c(=S)n(-c2ccccc2)c(O)c1C=NCc1ccccn1
→ 9% | 12
S=P(Nn1cnnc1)(c1ccccc1)c1ccccc1
→ ? | ·
Cc1c(C(=O)O)cc(-c2ccccc2)n1Cc1ccccc1
→ i | ·
O=c1[nH]c(=S)n(-c2ccccc2F)c(O)c1C=NCc1ccco1
→ ? | ·
Oc1c(Br)cc(Br)cc1Br
→ 8% | 0
N#CCP(=S)(c1ccccc1)c1ccccc1
→ 0% | 5
O=c1cccc2n1CC1CC2CN(Cc2ccc3c(c2)OCO3)C1 (stereo not given)
→ ? | ·
CC(C)C(=O)c1cn(Cc2ccccc2C#N)c2ccccc12
→ ? | ·
O=c1[nH]c(=S)n(-c2ccc(Cl)cc2)c(O)c1C=Nc1ccc(N2CCOCC2)cc1
→ -17% | 27

# Some of the entries so far, as comma-separated lines:
molecule,Lipid storage S3,Lipid storage S3 cell count max
O=c1[nH]c(=S)n(-c2ccccc2)c(O)c1C=NCc1ccccn1,9%,12
S=P(Nn1cnnc1)(c1ccccc1)c1ccccc1,?,·
Cc1c(C(=O)O)cc(-c2ccccc2)n1Cc1ccccc1,i,·
O=c1[nH]c(=S)n(-c2ccccc2F)c(O)c1C=NCc1ccco1,?,·

# Remaining list, next part.
# Screens in order – Lipid storage S3 | Lipid storage S3 cell count max
Oc1ccc2c3c1OC1C(O)CC[C@@]4(O)[C@@H](C2)N(CC2CCC2)CC[C@]314 (stereo not given in full)
→ -10% | -16
C=C1C(=O)O[C@H]2[C@H]1[C@H](OC(=O)CC(=O)O[C@@H]1C[C@@H](C)[C@@H]3C=CC(=O)[C@@]3(C)[C@H]3OC(=O)C(=C)[C@H]13)C[C@@H](C)[C@H]1C=CC(=O)[C@]12C
→ ? | ·
CCC1CCCCN1C(=O)Cn1c(=O)oc2ccccc21 (stereo not given)
→ 1.5µM* | 1.3*
O=C(NC12CC3CC(CC(C3)C1)C2)OC1CN2CCC1CC2 (stereo not given)
→ ? | ·
O=[N+]([O-])c1ccc(Cl)c(Cl)c1Cl
→ 9% | 10
O=C(c1ccc2c3c(cccc13)CC2)C1CCCN(Cc2ncc[nH]2)C1 (stereo not given)
→ -9% | 5
O=C(N/N=C/c1c(O)n(Cc2ccccc2)c(=O)[nH]c1=O)c1ccncc1
→ -2% | 1
COC12C(COC(N)=O)C3=C(C(=O)C(C)=C(N)C3=O)N1CC1C2N1C (stereo not given)
→ -21% | -8
CC(=O)c1ccc(OCC(=O)N2CCCC(N(C)Cc3ccccc3)C2)cc1 (stereo not given)
→ ? | ·
CCC(C)n1c(O)c(C(c2ccccn2)c2c(O)n(C(C)CC)c(=S)[nH]c2=O)c(=O)[nH]c1=S (stereo not given)
→ 19% | 25
COc1cccc(N2C(=O)NC(=O)/C(=C/c3ccc4c(c3)Cc3ccccc3-4)C2=O)c1
→ 0% | 0
c1ccc(C[n+]2ccccc2)cc1
→ -1% | -7
COC(=O)C1=C(c2ccc(C(C)=O)cc2)C[C@@H]2CC[C@H]1N2C(=O)N1CCOCC1
→ ? | ·
C/C=C(\C)C(=O)N[C@@H](c1ccccc1)[C@@H](O)C(=O)O[C@H]1C[C@@]2(O)[C@@H](OC(=O)c3ccccc3)C3[C@](C)(C(=O)[C@H](OC(C)=O)C(=C1C)C2(C)C)[C@@H](O)C[C@H]1OC[C@@]31OC(C)=O (stereo not given in full)
→ ? | ·
CN1C(=O)C(=Cc2ccccc2OCCOc2ccc([N+](=O)[O-])cc2)C(=O)N(C)C1=O
→ 2% | 2
CN(C)c1ccc(NC(=O)CN2C(=O)CN=C(c3ccccc3)c3ccccc32)cc1
→ 10µM* | -43*
O=C1NC(=O)N(c2ccc3c(c2)OCO3)C(=O)/C1=C\c1ccc(N2CCCCC2)o1
→ 5% | 8
CCCCCCn1c(O)c(/C=N/N2CCCCCC2)c(=O)[nH]c1=O
→ 12% | 1
O=C(Nc1cccc(C(F)(F)F)c1)c1cccn(Cc2ccc3c(c2)OC(F)(F)O3)c1=O
→ 7% | ·
COc1ccc(C(=O)C2CCCN(Cc3ccccn3)C2)c(OC)c1 (stereo not given)
→ 10% | -16

# Retrieved one by one from the list above (two):
# Screens in order – Lipid storage S3 | Lipid storage S3 cell count max
O=C(CN1CCOCC1)c1cccc2ccccc12
→ -3% | 0
O=c1[nH]c(=O)n(CCC2=CCCCC2)c(O)c1C=Nc1cccc(F)c1
→ ? | ·

# (list continues)
# Screens in order – Lipid storage S3 | Lipid storage S3 cell count max
CC(=NCCN1CCOCC1)c1c(O)n(C2CCCCC2)c(=O)[nH]c1=O
→ 10% | -7
COc1ccc(C2=NCc3nnc(C)n3-c3ccc(Cl)cc32)cc1Cl
→ ? | ·
CC(=NCCCn1ccnc1)c1c(O)n(C)c(=O)n(C)c1=O
→ ? | ·
Cc1cc(C)c(-n2c(O)c(C=NCCN3CCOCC3)c(=O)[nH]c2=O)c(C)c1
→ ? | ·
CCn1ccnc1CN1CCCC(C(=O)c2cccc(C(F)(F)F)c2)C1 (stereo not given)
→ 2% | 3
Fc1ccc(CNCCc2c[nH]c3ccccc23)cc1
→ ? | ·
COc1ccc(-n2c(O)c(C(C)=NCCCn3ccnc3)c(=O)[nH]c2=O)cc1
→ -14% | ·
COc1ccccc1-n1c(CNCC2CCCO2)nc2ccccc2c1=O (stereo not given)
→ ? | ·
COc1ccc(OC)c(NC2=NCCS2)c1
→ ? | ·
COc1ccc(CC(=O)N2CCN(C)CC2)cc1
→ -2% | -9
O=C(O)COc1ccccc1
→ ? | ·
CC(=NCCCn1ccnc1)c1c(O)n(C2CCCCC2)c(=O)[nH]c1=O
→ ? | ·
Cc1ccc(OCCOc2cccc(C=C3C(=O)NC(=O)NC3=O)c2)cc1
→ 11% | 22
O=C(Cn1ncn2c(cc3cc(F)ccc32)c1=O)N1CCC2(CC1)OCCO2
→ ? | ·
CC(=O)N1CCN(CCN=Cc2c(O)n(-c3ccc(C)cc3)c(=S)[nH]c2=O)CC1
→ ? | ·
O=C1/C(=C\c2cc3c(cc2Br)OCO3)N2CCC1CC2
→ 12% | 7
O=C(C1CC(c2ccccc2O)=NO1)N1CCC2(CC1)OCCO2 (stereo not given)
→ ? | ·
CCOc1ccc(CNCCc2ccc3c(c2)OCO3)cc1
→ i | -15
CCOP(=O)(OCC)C(O)c1cccc([N+](=O)[O-])c1 (stereo not given)
→ ? | ·
O=C(CCNS(=O)(=O)c1ccccc1)Nc1ccc(Cl)cc1C(=O)c1ccccc1
→ -15% | -15
C[C@]12CCC(=O)C[C@@H]1CC[C@@H]1[C@@H]2CC[C@@]2(C)[C@H]1CC[C@]2(C)O
→ -6% | -10
C=CCN1C(=O)/C(=C/c2cc(C)n(-c3cccnc3)c2C)C(=O)NC1=S
→ -8% | 1
CCOc1cc(C2NCc3ccccc3-n3cccc32)ccc1OC (stereo not given)
→ 1% | 12
COC(=O)C1=C(c2cccc(OCc3ccccc3)c2)C[C@@H]2CC[C@H]1N2C(=O)NCCOc1ccc(OC)cc1
→ i | -13
CCOC(=O)C1(CCc2ccccc2)CCN(C2CCSCC2)CC1
→ -1% | -2
COc1ccc(CN2C(=O)NC(=O)/C(=C\c3cc(OC)c(OC)c(OC)c3)C2=O)cc1
→ -12% | -11
CSCCC(N=Cc1c(O)n(-c2ccc(Br)cc2)c(=O)[nH]c1=O)C(=O)OC(C)(C)C (stereo not given)
→ -15% | -9
O=P(C(Cl)Cl)(N1CCOCC1)N1CCOCC1
→ -15% | 4
O=C(c1cccc(Cl)c1)C1CCCN(Cc2cccc3cnccc23)C1 (stereo not given)
→ -9% | -3
c1ccc(CCNC2CCCCCC2)cc1
→ ? | ·
CN1CCCN(C(=O)COc2ccccc2)CC1
→ -17% | -6
CC(=Nc1ccc2c(c1)CCC2)c1c(O)n(-c2ccccc2)c(=O)[nH]c1=O
→ 0% | -2
COC(=O)C1=C(c2ccc(F)cc2OCc2ccccc2)C[C@@H]2CC[C@H]1N2C(=O)NCc1ccccc1Br
→ ? | ·
Cc1cc(C=O)c(C)n1C1CC1
→ 0% | -7
CCN(CC)C(=O)c1ccc(NC(=O)COc2ccccc2F)cc1
→ ? | ·
